Bioassay records: PubChem, The Scripps Research Institute Molecular Screening Center
SRC1 TRFRET art = flags TR-FRET format artefacts in PPARgamma SRC-1 recruitment agonist screen; TR-FRET detection artefact counter-screen, emission ratio; hits give high values; TR-FRET ratio at 8 µM; actives 0.34% (n = 99,000); in the data active = TR-FRET ratio above about 2300; also: inactives centre near 1800; reference of the scale not given here
SRC3 TRFRET art = TR-FRET artefact, counter-screen to PPARgamma/SRC-3 agonist assay | PPARgamma/SRC-3 format; hits give high values | TR-FRET ratio at 8 µM | actives 0.39% (n = 99,000) | AID 1048; in the data active = TR-FRET ratio above about 2000; also: inactives centre near 1600; reference of the scale not given here
* hit, by the source's call; & = joins results of further samples.

The first four compounds (preview)
SMILES	SRC1 TRFRET art	SRC3 TRFRET art
O=C(c1ccc2ccccc2c1)C1CCCN(C(=O)c2noc3c2CCCC3)C1 (stereo unspecified)	1879	1555
Cc1ccc(C)c(NC(=O)Cn2c(=O)n(-c3ccc(CC(=O)NCC4CCCO4)cc3)c(=O)c3ccccc32)c1 (stereo unspecified)	1823	1636
CCOc1ccc(-c2nc[nH]c2[N+](=O)[O-])cc1	1674	1492
COc1ccccc1Nc1nc(-c2ccccc2O)nc2ccccc12	1727	1771

The whole of this part, repeating the preview:
SMILES	SRC1 TRFRET art	SRC3 TRFRET art
O=C(c1ccc2ccccc2c1)C1CCCN(C(=O)c2noc3c2CCCC3)C1 (stereo unspecified)	1879	1555
Cc1ccc(C)c(NC(=O)Cn2c(=O)n(-c3ccc(CC(=O)NCC4CCCO4)cc3)c(=O)c3ccccc32)c1 (stereo unspecified)	1823	1636
CCOc1ccc(-c2nc[nH]c2[N+](=O)[O-])cc1	1674	1492
COc1ccccc1Nc1nc(-c2ccccc2O)nc2ccccc12	1727	1771
Cc1ccc2cc(CCNC(=O)c3cc4ccccc4o3)c(=O)[nH]c2c1C	1723	1502
N#Cc1ccc(-c2nc3cc(C#N)c(C#N)cc3nc2-c2ccccc2)cc1C#N	1929	1626
COc1ccc(S(=O)(=O)NCc2ccncc2)cc1OC	1804	1580
Cc1ccc(C)c(S(=O)(=O)NCC(=O)NCc2ccco2)c1	1978	1365
COCCNC(=O)Cn1nc(C(F)(F)F)c(Br)c1C	1987	1512
Cc1nnnn1/C(=C\c1ccccc1)C(=O)OCC(=O)N1CC2(C)CC1CC(C)(C)C2 (stereo unspecified)	1960	1759
CCCOc1ccc(NC(=O)CC2C(=O)N(Cc3ccccc3)C(=S)N2Cc2cccs2)cc1 (stereo unspecified)	1865	1739
CCCCc1nc(NCc2ccccc2)c(C#N)c2c1CCCC2	1794	1650

Copied from the results shown for reference:
SMILES	SRC1 TRFRET art	SRC3 TRFRET art
Cc1nnnn1/C(=C\c1ccccc1)C(=O)OCC(=O)N1CC2(C)CC1CC(C)(C)C2 (stereo unspecified)	1960	1759
CCCOc1ccc(NC(=O)CC2C(=O)N(Cc3ccccc3)C(=S)N2Cc2cccs2)cc1 (stereo unspecified)	1865	1739
CCCCc1nc(NCc2ccccc2)c(C#N)c2c1CCCC2	1794	1650

Next part
SMILES	SRC1 TRFRET art	SRC3 TRFRET art
CCC12CN(C(=O)c3ccc(C)cc3)CC(CC)(CN(C(=O)c3ccc(C)cc3)C1)C2=O	2089	1827
COc1ccc2c(c1O)C(=O)c1ccccc1C2=O	1911	1740
CCOCc1nnc(NC(=O)c2cc(C(=O)OC)cc([N+](=O)[O-])c2)s1	1704	1407
COc1ccc(C(C)NC(=O)c2ccccc2Cl)cc1OC (stereo unspecified)	1671	1685
O=C(c1cccs1)N1CCc2ccccc2C1	1890	1818
CC1(c2ccc([N+](=O)[O-])cc2)CC(C)(C)N(C(=O)c2ccccc2)c2ccccc21 (stereo unspecified)	1489	1314
COc1ccc(C(=O)N/C(=C/c2ccco2)C(=O)NC2CCS(=O)(=O)C2)cc1 (stereo unspecified)	1827	1666
CC(C)c1ccccc1NC(=S)NC(C)c1ccccc1 (stereo unspecified)	1991	1907
Cc1cccc(NC(=S)Nc2c(C)n(C)n(-c3ccccc3)c2=O)c1C	2068	1808
O=C(NCc1ccco1)C(=O)c1cn(CC(=O)N2CCCCCC2)c2ccccc12	1807	1668
Cc1ccc(C(=O)CSc2ccc(-c3ccncc3)nn2)cc1	1675	1435
CC(=O)Nc1ccc(C(=O)N/C(=C/c2ccccc2)C(=O)Nc2cccc(C(=O)O)c2)cc1	1877	1581
C[C@H](NC(=O)c1ccccc1Cl)C(=O)NCc1cccs1	1740	1681
O=C(NCc1ccco1)c1ccc2ccccc2n1	1737	1641
Cc1ccc(-c2nc(C)c(C(=O)O)s2)cc1	1989	1646
O=C(/C=C/c1cccc(F)c1)N(c1ccccn1)C1CCCCC1	1710	1546
O=C(NCc1nnc(SCC(=O)N2CCCc3ccccc32)n1-c1ccccc1)c1cccc2ccccc12	1848	1503
COc1cc(SC)ccc1C(=O)N1CCN(c2ccccc2OC)CC1	1945	1672
O=C(CSc1n[nH]c(-c2ccccc2Br)n1)NCCN1C(=O)CSC1=O	1776	1691
Cc1ccc(CN2CCSc3ccc(C(=O)NCc4ccco4)cc32)cc1	1939	1785
Fc1ccc(-n2ncc3c(SCc4cccnc4)ncnc32)cc1	2243	1554
CC(C)(C)C(=O)NC(=S)Nc1ccccc1C(=O)NC1CCCCC1	1700	1398
COc1ccc(NC(=S)Nc2cccc(C(C)=O)c2)cc1OC	1920	1492
CC(C)CNC(=S)N1CCC(NC(=O)c2ccco2)CC1	1680	1705

Laid out differently: 3 of the compounds above
Sequence of screens – SRC1 TRFRET art, SRC3 TRFRET art
O=C(NCc1ccco1)c1ccc2ccccc2n1
→ 1737, 1641
Cc1ccc(-c2nc(C)c(C(=O)O)s2)cc1
→ 1989, 1646
O=C(/C=C/c1cccc(F)c1)N(c1ccccn1)C1CCCCC1
→ 1710, 1546

Following part.
SMILES	SRC1 TRFRET art	SRC3 TRFRET art
O=C(CSc1nc2ccccc2s1)NCCOc1ccccc1	1646	1461
C[C@H](NC(=O)[C@@H]1CCC(=O)N1Cc1ccco1)c1ccccc1	1965	1599
CCCOc1ccc(/C=N/Nc2ccccc2[N+](=O)[O-])c(O)c1	1938	1545
CC1(C)Cc2c(sc3c2c(=N)n(Cc2ccco2)c(=O)n3Cc2ccc(F)cc2)CO1	1770	1779
CC(C)NCC(O)COc1ccc2c(c1)CCC2 (stereo unspecified)	1566	1344
CCOC(=O)c1sc2nc(C)nc(NCCc3ccccn3)c2c1C	2009	1532
Cc1cc(C)cc(Nc2c(F)c(F)c(F)c(F)c2C(=O)O)c1	1705	1704
CCc1c(C)nc2c(C)cccc2c1SCCC#N	2001	1712
S=C(NCCCn1ccnc1)Nc1cccc(Cl)c1	1810	1563
COc1ccc(Br)cc1S(=O)(=O)Nc1cccc(C)n1	1792	1417
CCOC(=O)C1=C(O)C(=O)N(CCCn2ccnc2)C1c1ccc(C)cc1 (stereo unspecified)	1793	1583
O=C(Cc1ccc(F)cc1)N1CCN=C1SCc1cccc([N+](=O)[O-])c1	1943	1515

Looked up by structure from above, 2 records:
SMILES	SRC1 TRFRET art	SRC3 TRFRET art
CC1(C)Cc2c(sc3c2c(=N)n(Cc2ccco2)c(=O)n3Cc2ccc(F)cc2)CO1	1770	1779
CCOC(=O)C1=C(O)C(=O)N(CCCn2ccnc2)C1c1ccc(C)cc1 (stereo unspecified)	1793	1583

Next part:
SMILES	SRC1 TRFRET art	SRC3 TRFRET art
CNC(=O)CSc1nnc(C(C)C)n1C	1873	1729
O=C(/C=C/c1ccc(F)cc1)N1CCN(c2ccccn2)CC1	1784	1667
Cc1nc(-c2ccc(NC(=O)c3ccccc3C)cc2)cs1	1640	1632
COc1ccc(NC(=O)c2ccc(-c3ccccc3Cl)o2)cc1	1989	1607
COC(=O)CSc1nnc(CNC(=O)c2cc(OC)cc(OC)c2)n1-c1ccc(F)cc1	1833	1622
N#CNC(=Nc1ccccc1)SCc1ccc(C(=O)O)cc1	1802	1560
Cc1ccc(NS(=O)(=O)c2ccc(N/N=C/c3ccncc3)c([N+](=O)[O-])c2)c(C)c1	1921	1609
O=C(Nc1ccc(C(=O)O)cc1)Nc1ccc(F)cc1F	1873	1624
CC1CCCC(C)N1c1nnc(NC(=O)Cn2c(=O)oc3ccccc32)s1 (stereo unspecified)	1719	1494
NNc1ccc2nnc(C(F)(F)C(F)(F)C(F)(F)F)n2n1	1900	1511
CCSc1ccc(-c2nn(-c3ccccc3)cc2/C=C(/C#N)C(=O)NC)cc1	1652	1465
CCN1C(=O)/C(=C/c2nc3ccccc3c(=O)[nH]2)c2ccccc21	2117	1349
OCCNc1c2ccccc2nc2c(F)c(F)c(F)c(F)c12	1763	1615
O=[N+]([O-])c1ccc(Oc2cccc3cccnc23)c([N+](=O)[O-])c1	1647	1768
CCCc1cc2c(=O)c(-c3ccccn3)c(C)oc2cc1O	1736	1421
CCOC(=O)Cc1cc(=O)n(-c2nc3ccccc3s2)[nH]1	1781	1668
CCc1ccc(OCC(=O)N/N=C\c2ccco2)c([N+](=O)[O-])c1	1893	1432
CC(=O)Nc1ccc(NC(=O)C2CCN(c3ccc(C(F)(F)F)cn3)CC2)cc1	1695	1598
CCCOc1nc2c(c(=O)n(C)c(=O)n2C)n1CCC	1993	1483
Cc1cccc2c1nc(-c1ccccc1)n1nnnc21	1817	1850
NC(=O)N/N=C/c1cccc(OCc2ccc(F)cc2)c1	1720	1362
CC1(C(=O)NCCN2CCOCC2)C=CCN1C(=O)c1ccccc1 (stereo unspecified)	1692	1548
CCOCCCNC(=O)C1CCCN1C(=O)Nc1ccccc1[N+](=O)[O-] (stereo unspecified)	1832	1622
CC(C)(C)NCCOCCOc1ccccc1-c1ccccc1	1708	1716
CCOC(=O)C(NC(=O)c1cccc(Cl)c1)(OCc1ccc(F)cc1)C(F)(F)F (stereo unspecified)	1794	1699
O=C(CN1CCN(c2cccc(Cl)c2)CC1)Nc1ccc([N+](=O)[O-])cc1C(=O)Nc1ccccc1F	1956	1622
O=C(Nc1ccccc1Cl)Nc1cccnc1Cl	1935	1664
CCN(CC(=O)NC(C)C)C(=O)C(CCSC)NC(=O)c1ccccc1OC (stereo unspecified)	2034	1560
O=C(CSc1nnc(C2COc3ccccc3O2)o1)NC1CCCCC1 (stereo unspecified)	1739	1441
O=C1C[C@@H](c2ccc(O[C@@H]3O[C@H](CO)[C@@H](O)[C@H](O)[C@H]3O)cc2)Oc2cc(O)ccc21	1480	1441
Cc1cccc(Nc2nnc(SCC(=O)Nc3ccc(C(=O)O)cc3)s2)c1	2036	1726
CC1(C)C2CCC1(C)C(OC(=O)c1ccc(O)cc1)C2 (stereo unspecified)	1871	1462
Cc1cc(OCc2cn3cccnc3n2)ccc1Cl	1922	1534
Cc1cc([N+](=O)[O-])nn1CC(=O)N1CCCc2ccccc21	1699	1353
CN(CCn1ccnc1)Cc1cn(-c2ccccc2)nc1-c1ccc2c(c1)OCO2	1723	1618
O=C(CN1CCN(Cc2ccccc2)CC1)Nc1ccc(S(=O)(=O)N2CCOCC2)cc1	1803	1437
COc1ccc(S(=O)(=O)CCC(=O)NC2CCCCC2)cc1	1729	1739
O=Cc1cn[nH]c1-c1cccc([N+](=O)[O-])c1	1695	1367
CC1(C)CC(NC(=O)CSc2ccccc2)CC(C)(C)N1	1544	1422
CCC1CCCCN1C(=S)NCc1ccccc1 (stereo unspecified)	1541	1709
CN(C)S(=O)(=O)c1ccc(NC(=O)CNc2cc(S(=O)(=O)N3CCCC3)ccc2OCC(F)(F)F)cc1	1725	1627
CCN(CC)CCNC(=O)c1cc(-c2ccco2)nc2ccccc12	2001	1655
COc1ccc(S(=O)(=O)CC2(O)CCN(C(=O)C(C)(C)C)CC2)cc1	1751	1483
COc1ccc(C(OC(=O)c2ccco2)C(=O)NC(C)(C)C)cc1 (stereo unspecified)	2011	1517
Cc1ccc(S(=O)(=O)N/N=C/c2cc([N+](=O)[O-])ccc2O)cc1[N+](=O)[O-]	1489	1668
O=C(COC(=O)CCCN=C1NS(=O)(=O)c2ccccc21)NC(=O)NC1CCCC1	1846	1537
O=C(c1ccc(N2CCOCC2)cc1[N+](=O)[O-])N1CCOCC1	1708	1492
CC(=O)Nc1ccc(S(=O)(=O)N[C@@H](C)C(=O)OCc2ccc(Cl)cc2)cc1	1813	1665
O=C(NC(=S)Nc1ccc(N2CCOCC2)cc1)c1ccccc1	1522	1832
CC(=O)Nc1ccc(N2CCc3c(C)c(C#N)c4nc5ccccc5n4c32)cc1	1346	1619
COc1ccc([C@H](C)NC[C@H](O)c2ccc(O)c(NC=O)c2)cc1	1655	1409
O=C(O)c1cc(Cl)c(Cl)cc1C(=O)Nc1cccnc1	1698	1442
O=C(NC(=S)Nc1cnc2ccccc2c1)c1ccccc1	2007	1568
NC(=O)c1cccc2cc3ccccc3cc12	1843	1516
Cc1ccccc1NC(=S)N(CCN(C)C)C(C)c1cccnc1 (stereo unspecified)	1663	1331
CCOCCOC(=O)c1[nH]c2c(c1C)C(=O)CC(c1cccs1)C2 (stereo unspecified)	1821	1573
COc1ccc(S(=O)(=O)N2CCN(C3CCCCCCC3)CC2)cc1	1960&1895	1667&1441
CCOC(=O)N/N=C(\c1ccccc1)C(O)c1ccccc1 (stereo unspecified)	1743	1331
CC1(C)CN=c2s/c(=C\c3ccc(Cl)cc3)c(=O)n2C1	1815	1532
O=C(/C=C/c1ccccc1)N/C(=C\c1ccco1)C(=O)O	1755	1742

New compounds follow:
SMILES	SRC1 TRFRET art	SRC3 TRFRET art
C=CCNC(=O)c1ccc(-c2ccc([N+](=O)[O-])cc2)o1	1856	1651
COC(=O)CCC(=O)NC(=S)Nc1sc(C)c(C)c1C(N)=O	1974	1811
CCCOC(=O)c1ccc(NC(=O)/C=C/c2cccs2)cc1	1707	1408
Cc1ccc(-c2cc(C(=O)N/N=C/C=C/c3ccccc3)n[nH]2)s1	1598	1518
CC1CC(=O)N(CC(=O)Nc2ccc3c(c2)OCCO3)c2ccccc2S1 (stereo unspecified)	1745	1436
CCC(C)(NC(=O)Cc1c[nH]c2ccccc12)C(=O)NC1CCCCC1 (stereo unspecified)	1913	1528
CN(C(=S)Nc1ccc(Oc2ccccc2)cc1)c1ccc(O)cc1	2031	1844
CCOC(=O)C1(Cc2ccccc2C(F)(F)F)CCN(C2CCN(C(C)C)CC2)CC1	1687	1526
NNC(=O)[C@H]1C[C@@H]1c1ccccc1	1979	1708
CC(C)(C)NC(=O)C(c1ccc(F)cc1)N(CCc1ccccc1)C(=O)c1ccn[nH]1 (stereo unspecified)	1915	1849
COc1ccc(/C(N)=N/OC(=O)Cc2cccs2)cc1	1760	1510
CN(Cc1nccn1C)C(=O)c1cc(COc2ccc3ncccc3c2)on1	1734	1655
CCOP(=O)(OCC)C(Nc1ccccn1)c1ccc(F)cc1 (stereo unspecified)	1925	1646
O=C(/C=C/c1cccs1)NC(=S)Nc1ccccc1	1457	1579
COC(=O)C/C(O)=C(/N=Nc1cccc(C(F)(F)F)c1)C(=O)OC	1579	1512

Not all compounds are listed. The share of hits here may be higher or lower than overall.
